GlmU inhibition: inhibition of mycobacterial GlmU enzyme – biochemical, glucosamine-1-phosphate acetyltransferase (AID 1376). M. tuberculosis GlmU acetyltransferase enzyme assay; higher % means a stronger effect. inhibition, %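 (tested at 30 µM in the primary screen)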; hits with a dose series show IC50 in µM. 220,000 compounds, 0.25% hits; in the data active = inhibition above about 13%; inconclusive = no clear call, values can overlap the other calls;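 note: 0% = complete reaction with vehicle and 100% = reaction without substrate; strong numbers were not always called active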
Mtb RmlCD inh: inhibitors of Mycobacterium tuberculosis RmlC and RmlD coupled enzymes | P9WH09+P9WH11 | RmlC+RmlD coupled enzyme assay, percent inhibition; primary screen in compound mixtures | inhibition, % at 3.6 µM | 160,000 compounds, 0.03% hits | AID 1533; in the data active = inhibition mostly above about 34%, no sharp cut-off; inconclusive = no clear call, values can overlap the other calls; inactive = mostly below about 22%; note: some results filed as inactive read as strong as hits
Target sequence (P9WH09 whole entry, looked up): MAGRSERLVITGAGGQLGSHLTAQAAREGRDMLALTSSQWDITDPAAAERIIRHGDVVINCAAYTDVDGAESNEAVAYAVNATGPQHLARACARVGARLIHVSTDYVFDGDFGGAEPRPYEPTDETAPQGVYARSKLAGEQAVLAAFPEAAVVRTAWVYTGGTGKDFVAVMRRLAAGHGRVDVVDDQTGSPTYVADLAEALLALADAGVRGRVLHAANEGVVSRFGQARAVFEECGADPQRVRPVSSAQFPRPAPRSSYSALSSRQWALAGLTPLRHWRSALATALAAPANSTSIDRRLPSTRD
Target sequence (P9WH11 whole entry, looked up): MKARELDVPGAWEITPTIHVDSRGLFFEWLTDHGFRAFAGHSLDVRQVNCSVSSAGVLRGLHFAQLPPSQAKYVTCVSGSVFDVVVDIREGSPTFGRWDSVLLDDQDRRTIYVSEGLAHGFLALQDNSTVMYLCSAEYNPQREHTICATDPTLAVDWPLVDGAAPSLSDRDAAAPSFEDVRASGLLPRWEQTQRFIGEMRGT
* marks the source's active call; other numbers are inactive results. An excerpt; rates above refer to the full screens.

`O=C(O)c1ccc(COc2ccc3ccccc3c2/C=C2/NC(=O)N(c3ccccc3)C2=O)cc1` gave GlmU inhibition 2.0% and Mtb RmlCD inh 5.
`O=C(CSc1ncnc2ccccc12)NCc1ccc2c(c1)OCO2` gave GlmU inhibition -6.2% and Mtb RmlCD inh 13.
Screening O=C(COc1ccccc1Cl)Nc1cc(Cl)ccc1Oc1ccccc1 returned GlmU inhibition -3.0% and Mtb RmlCD inh 5.
CCc1ccccc1NC(=O)c1cccc(N2C(=O)C3C4CCC(C4)C3C2=O)c1 (centres undefined) was read as GlmU inhibition 3.3% and Mtb RmlCD inh -8.
Screening Cc1nc(N=C(N)N)nc2ccccc12 returned GlmU inhibition -3.1%.
Screening O=C(/C(=C/c1ccc(Cl)cc1)c1nc2ccccc2[nH]1)c1ccccc1 returned GlmU inhibition -3.8% and Mtb RmlCD inh inconclusive.
O=C(CSc1nnc(-c2ccccc2)n1-c1ccccc1)NCc1ccco1 was read as GlmU inhibition 0.5%.
Screening CCOC(=O)C1CCN(C(=O)COC(=O)CCOc2ccc(C)cc2)CC1 returned GlmU inhibition -2.1% and Mtb RmlCD inh -6.
`Brc1ccc2nc(CSc3ncn[nH]3)cn2c1` gave GlmU inhibition -0.7%.
COc1ccccc1OCC(=O)NCCSCc1ccccc1Cl was read as GlmU inhibition -2.6% and Mtb RmlCD inh -2.
COc1ccc(NC(=S)N(CCN2CCOCC2)C2CCN(C(C)=O)CC2)cc1Cl was read as GlmU inhibition 0.7% and Mtb RmlCD inh 2.
Screening COc1ccc(NC(=O)c2ccc3c(c2)NC(=O)CS3)cc1S(=O)(=O)Nc1ccc(Br)cc1 returned GlmU inhibition 1.4% and Mtb RmlCD inh 8.
Screening Nc1cc(C(=O)O)ccc1N1CCCCCC1 returned GlmU inhibition -5.5% and Mtb RmlCD inh 3.
Screening COC(=O)CNC(c1ccccc1)c1cc(Br)ccc1NC(=O)OCc1ccccc1 (centres undefined) returned GlmU inhibition 1.0% and Mtb RmlCD inh -8.
`COc1ccc(C(=O)NNC2=Nc3cccc4cccc2c34)cc1` gave GlmU inhibition 6.0% and Mtb RmlCD inh 0.
`FC(F)(F)C(F)(F)C(F)(F)c1nnc2ccc(N3CCOCC3)nn12` gave GlmU inhibition 3.4% and Mtb RmlCD inh 6.
`CC1(c2cccc3ccccc23)NC(=O)N(CC(=O)NC2CCS(=O)(=O)C2)C1=O` (centres undefined) gave GlmU inhibition 4.2% and Mtb RmlCD inh 4.
`CC1=CC(C)(C)N2C(=O)C3(C(C#N)=C(N)OC4=C3C(=O)CC(C)(C)C4)c3cc(C)cc1c32` (centres undefined) gave GlmU inhibition -0.9% and Mtb RmlCD inh 15.
`Cc1ccc(NC(=S)Nc2ccc(Br)cc2)cc1` gave GlmU inhibition 0.2% and Mtb RmlCD inh 7.
O=C(NCc1ccccc1)c1ccc(C(=O)N(C2CCCCC2)C2CCCCC2)cc1 was read as GlmU inhibition 1.2% and Mtb RmlCD inh -2.
`O=C(Nc1ccccc1)C1C2/C=C\CCCCC21` (centres undefined) gave GlmU inhibition -0.4%.
For Cc1ccc(C(=O)Oc2ccc(N3C(=O)CCC3=O)c(C)c2)cc1 the results were GlmU inhibition 2.2% and Mtb RmlCD inh 3.
For CC(=O)OC(C(=O)NC1CCCCC1)c1ccc(Cl)cc1 (centres undefined) the results were GlmU inhibition 1.0%.
Screening N#Cc1c(NC(=O)COC(=O)C2CC3C=CC2C3)oc(-c2ccccc2)c1-c1ccccc1 (centres undefined) returned GlmU inhibition 10% and Mtb RmlCD inh -11.

Overlap with the part before: five compounds; new compounds follow.
O=C(NCc1ccccc1)c1ccc(C(=O)N(C2CCCCC2)C2CCCCC2)cc1 was read as GlmU inhibition 1.2% and Mtb RmlCD inh -2.
`O=C(Nc1ccccc1)C1C2/C=C\CCCCC21` (centres undefined) gave GlmU inhibition -0.4%.
For Cc1ccc(C(=O)Oc2ccc(N3C(=O)CCC3=O)c(C)c2)cc1 the results were GlmU inhibition 2.2% and Mtb RmlCD inh 3.
For CC(=O)OC(C(=O)NC1CCCCC1)c1ccc(Cl)cc1 (centres undefined) the results were GlmU inhibition 1.0%.
Screening N#Cc1c(NC(=O)COC(=O)C2CC3C=CC2C3)oc(-c2ccccc2)c1-c1ccccc1 (centres undefined) returned GlmU inhibition 10% and Mtb RmlCD inh -11.
CCSc1cnn(-c2ccccc2)c(=O)c1SCC was read as GlmU inhibition 1.6% and Mtb RmlCD inh 4.
Screening CC(=O)Nc1cc[n+](CC(=O)c2ccc(Cl)cc2)cc1 returned GlmU inhibition 0.7% and Mtb RmlCD inh -10.
Screening N#CC(C(=O)O)=C1CCCC1 returned GlmU inhibition -3.8% and Mtb RmlCD inh 6.
COc1cc(/C=N/NC(=O)c2cnccn2)ccc1O was read as GlmU inhibition 5.3% and Mtb RmlCD inh -9.
For N#Cc1ccc2ccn(CC(=O)NC3CCCCC3)c2c1 the results were GlmU inhibition 0.5% and Mtb RmlCD inh 10.
Screening c1ccc(CCn2nnnc2C(c2cccs2)N2CCN(Cc3ccc4c(c3)OCO4)CC2)cc1 (centres undefined) returned GlmU inhibition -6.5%.
`CCOc1ccc(/C=C/C(=O)c2ccc(-c3ccccc3)cc2)cc1` gave GlmU inhibition 1.7%.
Screening O=C(COC(=O)c1ccc(S(=O)(=O)Nc2ccccc2)cc1)NCCC1=CCCCC1 returned GlmU inhibition -0.5% and Mtb RmlCD inh -4.
`Cc1ccc(NC(=O)C2(S(=O)(=O)c3ccc(C)cc3)CC2)cc1` gave GlmU inhibition -1.6%.
Screening COc1ccc(C(=O)n2cnc(N)n2)cc1 returned GlmU inhibition -4.6% and Mtb RmlCD inh 7.
For C(=C\c1ccccc1)/C=N/Nc1nc2ccccc2[nH]1 the results were GlmU inhibition -7.5% and Mtb RmlCD inh -6.
CCOC(=O)c1sc(NC(=O)c2cccs2)nc1C was read as GlmU inhibition 5.8%.
CCNC(=O)n1cc(-n2cncn2)c(-c2ccccc2)n1 was read as GlmU inhibition -0.4% and Mtb RmlCD inh 4.
Screening Cc1cc(C(=O)NN)c2cc(Br)ccc2n1 returned GlmU inhibition 4.8% and Mtb RmlCD inh 5.
For Clc1ccc(Cn2ncc3c(NCc4ccccc4)ncnc32)c(Cl)c1 the results were GlmU inhibition 1.4%.
For CCC(=O)Nc1cccc(NC(=S)NC(=O)c2ccc(Cl)cc2)c1 the results were GlmU inhibition -7.6% and Mtb RmlCD inh 10.
Cc1ccc(C(=O)NCC(=O)O)s1 was read as GlmU inhibition -3.2% and Mtb RmlCD inh -12.
CN(C)S(=O)(=O)c1ccc(/C(O)=C2/C(=O)C(=O)N(Cc3cccnc3)C2c2cccs2)cc1 (centres undefined) was read as GlmU inhibition 2.1%.
CCOc1ccc2[nH]c(=S)[nH]c2c1 was read as GlmU inhibition 0.0% and Mtb RmlCD inh -8.
`CN(C)CCCOC(=O)c1sc2ccccc2c1Cl` gave GlmU inhibition 2.2% and Mtb RmlCD inh -3.
CC(C)CCN1C(=O)c2ccc(C(=O)NCc3ccco3)cc2C1=O was read as GlmU inhibition -1.1% and Mtb RmlCD inh 1.
Screening COCCOC(=O)C1=C(C)NC(=O)NC1/C=C/c1ccccc1 (centres undefined) returned GlmU inhibition 1.4% and Mtb RmlCD inh 7.
Screening COc1ccc(Nc2nc(N3CCCCC3)nc(N3CCCCC3)n2)c(OC)c1 returned GlmU inhibition -0.8%.
O=C(OCCN1CCOCC1)c1cccs1 was read as GlmU inhibition 0.9% and Mtb RmlCD inh -10.

Gathered by group, the compounds so far containing a COOH group (4)
`O=C(O)c1ccc(COc2ccc3ccccc3c2/C=C2/NC(=O)N(c3ccccc3)C2=O)cc1` gave GlmU inhibition 2.0% and Mtb RmlCD inh 5.
Screening Nc1cc(C(=O)O)ccc1N1CCCCCC1 returned GlmU inhibition -5.5% and Mtb RmlCD inh 3.
Screening N#CC(C(=O)O)=C1CCCC1 returned GlmU inhibition -3.8% and Mtb RmlCD inh 6.
Cc1ccc(C(=O)NCC(=O)O)s1 was read as GlmU inhibition -3.2% and Mtb RmlCD inh -12.

Going on with the list.
O=S(=O)(NCCC(c1ccc(F)cc1)c1ccco1)c1ccccc1 (centres undefined) was read as GlmU inhibition 2.6% and Mtb RmlCD inh 6.
Screening CCn1c(=NC(=O)CSC(C)=O)sc2cc(F)ccc21 returned GlmU inhibition 3.9% and Mtb RmlCD inh 14.
`CC(=O)Nc1ccc(NC2(C)C(=O)c3ccccc3C2=O)cc1` gave GlmU inhibition 2.7%.
For CCN(CC)S(=O)(=O)c1cccc2cccnc12 the results were GlmU inhibition 1.7%.
Screening Cc1cc(C)c2c(=O)[nH]c(SCC(=O)NCc3ccccc3)nc2n1 returned GlmU inhibition 3.4% and Mtb RmlCD inh 11.
For COc1ccc(N2CCN(C(=O)Cc3ccc(-n4c(=O)[nH]c5ccccc5c4=O)cc3)CC2)cc1 the results were GlmU inhibition 4.1%.
O=C(NC1CCCCCC1)C(=S)N1CCOCC1 was read as GlmU inhibition 3.3% and Mtb RmlCD inh -11.
Screening O=C1/C(=C/c2cccnc2)CC/C1=C\c1cccnc1 returned GlmU inhibition -0.9% and Mtb RmlCD inh -8.
Screening CCNC(=O)CC1C(=O)N(c2ccc(C)cc2)C(=O)N1CCc1ccc(OC)c(OC)c1 (centres undefined) returned GlmU inhibition -2.7% and Mtb RmlCD inh 5.
CCC1(CC)Cc2ccccc2C(=O)N1 was read as GlmU inhibition 3.8% and Mtb RmlCD inh -11.
`CCCCCCCCCCCCN1[C@@H](CC(=O)O)c2cc(C(F)(F)F)ccc2S1(=O)=O` gave GlmU inhibition 7.7%.
For NC1=NC[C@H](Cc2ccc(O)cc2)N1CCc1cccc2ccccc12 the results were GlmU inhibition -12% and Mtb RmlCD inh -8.
Screening O=C(NCCO)Nc1ccc2nc(-c3ccco3)c(-c3ccco3)nc2c1 returned GlmU inhibition 19%* and Mtb RmlCD inh 9.
CN(CCc1ccccn1)c1ccc([N+](=O)[O-])cn1 was read as GlmU inhibition 4.8% and Mtb RmlCD inh 1.
CC(=O)N(Cc1ccc(Br)cc1)c1cccc(C)c1C was read as GlmU inhibition -5.5%.
For COc1cccc(C(=O)NC2CCN(C(=O)N3CCCCC3)CC2)c1 the results were GlmU inhibition -0.1% and Mtb RmlCD inh -6.
CSc1ncccc1C(=O)OCc1ccc(Br)cc1 was read as GlmU inhibition -3.4% and Mtb RmlCD inh -8.
For Cc1c(C)n(C(=O)CN2CCN(c3ccccc3)CC2)c2ccccc12 the results were GlmU inhibition 0.8% and Mtb RmlCD inh 45.
`CCc1nnc(NC(=O)C(=O)NCCOC(=O)c2ccccc2)s1` gave GlmU inhibition -1.4%.
For Cc1ccc(N(CC(O)CN2CCOCC2)S(=O)(=O)c2ccc3ccccc3c2)cc1 (centres undefined) the results were GlmU inhibition 4.1%.
O=C(NCCC1CC1(Cl)Cl)Nc1ccccc1 (centres undefined) was read as GlmU inhibition 2.8% and Mtb RmlCD inh -12.
For NS(=O)(=O)c1ccc(CNC(=O)NC2(c3ccccc3)CC2)cc1 the results were GlmU inhibition -5.2% and Mtb RmlCD inh 7.
CN(C)c1ccc(N=c2sc3ccccc3n2C)cc1 was read as GlmU inhibition 0.5% and Mtb RmlCD inh -6.
Fc1cccc(F)c1/C=C/c1ccc2ccccc2n1 was read as GlmU inhibition -5.3% and Mtb RmlCD inh -6.
O=C(CC1C(=O)NCCN1CC(c1ccccc1)c1ccccc1)NC1CC1 (centres undefined) was read as GlmU inhibition -2.0% and Mtb RmlCD inh -8.
Screening O=C(NCCCCc1ccccc1)C1CC(c2ccccc2C(F)(F)F)=NO1 (centres undefined) returned GlmU inhibition 0.9%.
Screening CCN(CC(=O)NCc1ccc(F)cc1)Cc1nc2cc(Cl)ccc2c(=O)[nH]1 returned GlmU inhibition 0.2%.
Screening COc1ccc(Cn2nnnc2C(c2cccs2)N2CCCCCC2)cc1 (centres undefined) returned GlmU inhibition 4.4%.
`COc1ccc(S(=O)(=O)CCC(=O)O)cc1` gave GlmU inhibition -4.9%.
For CC(=O)Nc1ccc(NC(=O)CSc2nnc3c4ccccc4n(C)c3n2)cc1 the results were GlmU inhibition 3.0% and Mtb RmlCD inh -8.
Cc1nc(C)c(-c2nnc(-c3ccccc3Cl)o2)cc1C(=O)NN was read as GlmU inhibition -0.6%.
Cc1cc(C(=O)C(C)Sc2cccc[n+]2[O-])c(C)n1-c1ccc(Cl)cc1 (centres undefined) was read as GlmU inhibition 0.3% and Mtb RmlCD inh 10.
`O=C(Cc1c(O)c2ccccc2[nH]c1=O)NCc1ccccc1` gave GlmU inhibition -1.7% and Mtb RmlCD inh -2.
`CC(=O)c1cccc(N(C(=O)Cn2nnc3ccccc32)C(C(=O)NCC2CCCO2)c2ccc(N3CCOCC3)cc2)c1` (centres undefined) gave GlmU inhibition 2.0% and Mtb RmlCD inh 0.
Cc1ccsc1/C=N/n1c(-c2ccco2)n[nH]c1=S was read as GlmU inhibition 1.6% and Mtb RmlCD inh 5.
COc1ccc(Cl)cc1C(=O)NNC(=S)NC1CCCC1 was read as GlmU inhibition 2.5% and Mtb RmlCD inh -13.
Screening COc1ccc(/C=N/OCC(=O)NCC(C)C)c(OC)c1 returned GlmU inhibition 3.5% and Mtb RmlCD inh 4.
Cc1ccccc1N1CCN(c2ncnc3c2cnn3Cc2ccc(Cl)cc2)CC1 was read as GlmU inhibition -5.2% and Mtb RmlCD inh -5.
O=C1C(Cl)=C(N2CCOCC2)C(=O)N1CCc1ccccc1 was read as GlmU inhibition 2.4% and Mtb RmlCD inh -6.
Screening CC(C)C(=O)Nc1ccc(C(=O)NNC(=O)CCc2ccccc2)cc1 returned GlmU inhibition 1.1%.
Screening Cc1cc(=O)oc2cc(OC(C)C(=O)O)c(Cl)cc12 (centres undefined) returned GlmU inhibition 3.9%.
`CSCc1cc(N2CCOCC2)nc(SCc2ccc(Cl)c(Cl)c2)n1` gave GlmU inhibition -2.0% and Mtb RmlCD inh -6.

Source: PubChem
